dFosB act: enhances mouse delta FosB homodimer DNA binding; P13346; purified delta FosB, TAMRA-CDK5 oligo fluorescence polarization; percent of positive-control signal above neutral wells; activation, % at 25 µM; actives 0.99% (n = 340,000);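 active means mean activation above about 17%, with every replicate also reaching it, limit read from the data, passing the limit was not always enough; inconclusive means only one of the two conditions met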;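 further: fluorescence polarization rise as delta FosB binds a TAMRA Cdk5 AP-1 oligo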
SR-BI uptake up: enhances SR-BI lipid uptake from DiI-HDL; CHO ldlA[mSR-BI] cells, DiI-HDL uptake fluorescence, 3 h; 100 = double the neutral-control signal; activation, % at 12.5 µM; actives 0.096% (n = 320,000); AID 504775;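 active means mean replicate activation of at least 60% and every replicate at or above 60%; inconclusive means mean or all-replicate condition met, but not both; inactive means mean below 60% and not all replicates reaching 60%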;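 further: 0% = median plate neutral-control signal and 100% = twice that signal; values of inactives mirror those of a sister screen read the other way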
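Test system: SR-BI-overexpressing, LDLR-lacking CHO cells; Also added: labelled HDL, 10 µg/mL; Measured by: bottom-read cell fluorescence after medium removal, ex 550/em 595 nm; Timing: 3 h uptake period with compound, 37 °C; Buffer or medium: F12, 0.5% BSA, 25 mM HEPES; Doses: single compound concentration, delivered by pin transfer.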
MITF act: MITF TRPM1 promoter activation in melanoma cells; actives 0.75% (n = 300,000); SK-MEL-5 TRPM1-promoter luciferase, 24 h; % of positive control, neutral wells = 0; activation, % at 12.5 µM; AID 588334;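 active means mean activation of at least 80% with every replicate also reaching 80%; inconclusive means mean reaches 80% but some replicate falls short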;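 further: 0% = neutral control wells and 100% = parthenolide positive control wells; values of inactives mirror those of a sister screen read the other way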
PvdQ acylase: blocks Pseudomonas aeruginosa PvdQ acylase activity; purified PvdQ acylase, fluorescence plate reader; inhibition, % at 10 µM; actives 0.063% (n = 340,000); AID 488965; in the data active means inhibition above about 30%, passing the limit was not always enough; inconclusive means no clear call, values can overlap the other calls;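 further: 0% = vehicle neutral wells and 100% = reference inhibitor wells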
SR-BI HDL uptake: mouse SR-BI HDL lipid transfer inhibition | Q61009 | ldlA[mSR-BI] CHO cells, DiI-HDL uptake fluorescence, 3 h | inhibition, % at 12.5 µM | actives 0.96% (n = 320,000);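 active means mean replicate inhibition of at least 70% and a set share of replicates each scoring 70 or more; inconclusive means meets just one of the two criteria; inactive means fails both criteria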;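 further: 0% = median of neutral control wells and 100% = median of positive control wells; values of inactives mirror those of a sister screen read the other way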
Target sequence (Q61009 whole entry, looked up): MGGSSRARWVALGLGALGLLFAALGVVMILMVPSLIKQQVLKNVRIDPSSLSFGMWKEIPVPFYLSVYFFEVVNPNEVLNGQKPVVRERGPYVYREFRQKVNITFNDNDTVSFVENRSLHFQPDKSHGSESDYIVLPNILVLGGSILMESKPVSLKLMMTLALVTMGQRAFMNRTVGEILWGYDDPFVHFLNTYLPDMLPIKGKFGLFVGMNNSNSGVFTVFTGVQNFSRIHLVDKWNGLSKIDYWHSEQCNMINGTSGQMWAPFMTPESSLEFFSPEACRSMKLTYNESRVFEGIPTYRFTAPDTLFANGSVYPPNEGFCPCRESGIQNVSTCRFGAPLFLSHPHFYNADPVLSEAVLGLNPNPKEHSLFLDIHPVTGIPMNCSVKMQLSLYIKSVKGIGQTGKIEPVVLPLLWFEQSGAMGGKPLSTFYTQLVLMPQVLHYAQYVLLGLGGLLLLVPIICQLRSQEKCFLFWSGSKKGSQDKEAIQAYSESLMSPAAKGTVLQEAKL
CAL PDZ FP-1: blocks peptide binding to human CAL PDZ domain. purified CAL PDZ, TMR-peptide fluorescence polarization, 1 h. inhibition, % at 20 µM. Q9HD26. AID 504414. actives 0.02% (n = 330,000);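 active means highest replicate inhibition of at least 40%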;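 further: plate controls were DMSO neutral control wells for no effect and unlabeled competitor peptide control wells for full effect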
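Material: tagged CAL PDZ domain; buffer or medium: 25 mM sodium phosphate pH 7.4, 150 mM NaCl, TCEP, IgG, Thesit; compound dosing: single point, 20 µM; schedule: 1 h incubation at room temperature before polarization reading; measured by: FP readout, S and P plane fluorescence; read-out basis: percent inhibition from loss of millipolarization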
PfHsp90 yeast 2: inhibits growth of yeast expressing Plasmodium falciparum Hsp90 | S. cerevisiae expressing PfHsp90, BacTiter-Glo ATP, 48 h; yeast lacking PDR1 and PDR3 efflux regulators | inhibition, % at 9.4 µM | actives 0.32% (n = 310,000);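 active means every replicate shows inhibition above about 80%, whatever the replicate mean, limit read from the data; inconclusive means mean inhibition reaches the set limit but some replicate falls short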;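 further: 0% = DMSO neutral controls and 100% = 20 µM radicicol positive controls; yeast relying on Plasmodium falciparum Hsp90 in place of its own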
Rtt109 HAT inh: C. albicans Rtt109 histone acetyltransferase inhibition; actives 0.16% (n = 330,000); inhibition, % at 34.9 µM; purified Rtt109/Vps75, ThioGlo CoA-SH fluorescence, 4 h; Q5AAJ8; AID 540336;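 active means inhibition of at least 50% in every replicate; inconclusive means best replicate reaches 50% inhibition but some replicates fall short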
Target sequence (Q5AAJ8 whole entry, looked up): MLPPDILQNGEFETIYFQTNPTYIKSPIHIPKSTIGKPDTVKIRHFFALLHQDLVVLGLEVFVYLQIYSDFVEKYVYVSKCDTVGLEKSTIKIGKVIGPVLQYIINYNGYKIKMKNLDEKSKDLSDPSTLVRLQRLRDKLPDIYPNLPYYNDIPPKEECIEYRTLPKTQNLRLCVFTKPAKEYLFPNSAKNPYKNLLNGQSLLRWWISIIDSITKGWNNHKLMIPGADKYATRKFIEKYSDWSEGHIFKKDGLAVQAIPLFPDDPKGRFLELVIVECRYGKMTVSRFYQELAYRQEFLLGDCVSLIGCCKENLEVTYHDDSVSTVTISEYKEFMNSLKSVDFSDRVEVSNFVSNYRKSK
CAL PDZ FP-2: inhibitors of human CAL PDZ peptide binding; purified CAL PDZ, TMR-peptide fluorescence polarization, 1 h; AID 602252; inhibition, % at 24.9 µM; actives 0.92% (n = 300,000); Q9HD26;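 active means mean inhibition of at least 30% with at least half of replicates also reaching 30%; inconclusive means no clear call, values can overlap the other calls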;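 further: 0% = DMSO neutral control and 100% = excess unlabeled competitor peptide PRC23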
NSD2 inh: blocks human histone methyltransferase NSD2; inhibition, % at 12.5 µM; AID 743445; NSD2 peptide methylation, AlphaScreen, 120 min; O96028; actives 0.54% (n = 310,000); in the data active means inhibition above about 50%
* hit, by the source's call; ? = inconclusive; nt = no result given. Rows are unselected; overall some 4.3% were active at least once.

SMILES	dFosB act	SR-BI uptake up	MITF act	PvdQ acylase	SR-BI HDL uptake	CAL PDZ FP-1	PfHsp90 yeast 2	Rtt109 HAT inh	CAL PDZ FP-2	NSD2 inh
Cc1ccc(Cn2c(C)c3cnn(CC(=O)NCCN4CCOCC4)c(=O)c3c2C)cc1	0	-22	-2	-12	22	0.3	-10	4	1	nt
Cc1ccc(-c2nc(C#N)c(NCCc3ccccn3)o2)cc1	2	7	67	-1	-7	0.3	4	1	-1	0
O=C(NCc1ccc(Cl)cc1)c1cc2ccccc2oc1=O	4	14	nt	-4	-14	-1.1	-2	-4	-3	-1
CCN(CC(=O)Nc1ccc(NC(C)=O)cc1)C(=O)c1ccc(=O)n(C)n1	0	11	-1	-12	-11	0.0	-19	-2	0	-1
COc1ccc(C2CC(C(F)(F)F)n3nc(CO)c(Cl)c3N2)cc1OC (configuration not stated)	0	-12	0	5	12	-1.5	nt	6	nt	2
O=C(c1ccoc1)N1CCC2(CC1)Oc1ccc(Cl)cc1C(=O)C21CC(c2cccnc2)=NO1 (configuration not stated)	-7	6	1	-14	-6	0.1	-9	-1	-4	nt
COc1ccc(OC)c(CNS(=O)(=O)c2cn(C)cn2)c1	-1	13	-8	-1	-13	-2.5	23	2	-3	-2
OCC1CCCN(C(=S)Nc2ccc(OC(F)F)cc2)C1 (configuration not stated)	0	26	14	-7	-26	-1.1	24	-3	-1	-3
CC(C)C(=O)Nc1cccc(C(=O)Nc2nncs2)c1	2	26	6	-11	-26	-1.6	-3	-2	-4	-3
Cc1ccc2oc(C(=O)NCc3ncc(C)[nH]3)c(C)c2c1	-8	21	-26	-6	-21	-1.7	5	-1	-5	3
O=C(CSCC(=O)Nc1nc(-c2ccc3c(c2)OCO3)cs1)Nc1nccs1	-6	-21	12	-16	21	-1.8	4	-8	-3	nt
COc1ccc(OC)c(C2=NS(=O)(=O)N(C)C(C(=O)N3CCC4(CC3)OCCO4)=C2)c1	-2	-5	4	-9	5	-0.1	-11	6	-5	3
CCC(C)NS(=O)(=O)c1ccc(N)cc1 (configuration not stated)	2	26	-4	-6	-26	-0.3	11	5	0	0
COc1ccc(CCNC(=O)c2cc(Cl)nc3ccccc23)cc1	8	13	14	-15	-13	-2.5	1	-5	-2	-1
O=C(CSc1nnc(-c2ccco2)n1-c1ccccc1Cl)Nc1cccc(C(=O)O)c1	-6	-6	0	-9	6	-2.0	0	3	-4	7
O=C(NCc1ccccc1)c1cccc(S(=O)(=O)N2CCCCC2)c1	-7	-11	-5	-8	11	-2.5	-4	-6	5	-7
Oc1oc(-c2ccccc2)nc1C=Nc1cccc2ccccc12	-10	41	-15	0	-41	-2.7	-7	-6	-3	nt
CC(C)(C)c1ccc(OCCON2C(=O)CCC2=O)c(Cl)c1	2	16	nt	-16	-16	-1.1	-97	-5	1	13
CCn1c2ccccc2c2nnc(SCC(=O)c3ccccc3)nc21	-5	-19	nt	-14	19	-1.1	22	-3	-6	2
CCCCS(=O)(=O)N1CCCC(C(=O)Oc2ccccc2OC)C1 (configuration not stated)	4	17	-8	6	-17	0.6	29	6	nt	-7
CCN(CC)S(=O)(=O)c1cccc(-c2cn3cccnc3n2)c1	-13	-9	-7	-6	9	-2.1	2	-6	0	-3
CCN1CCSc2ccc(C(=O)NCc3ccccc3C)cc21	-4	-41	-2	-8	41	-0.6	-2	-49	nt	nt
COC(=O)c1ccc(Cl)c(-c2ccc(/C=N/NC(=O)Nc3ccccc3)o2)c1	-7	0	7	-1	0	-0.6	-35	-7	-1	-1
O=C(COC(=O)C1CC(=O)N(C2CCCCC2)C1)c1ccc(F)cc1 (configuration not stated)	4	-2	0	-2	2	0.3	1	1	-3	nt
COc1ccc(NC(=O)CCCSc2ccccc2)cc1	-1	-5	29	-21	5	-0.1	14	-3	-2	4
Cn1c(Sc2ccc(Cl)cc2)c(C=O)c2ccccc21	-5	1	-16	-6	-1	-1.7	-25	17	-3	-2
N#CCCN1CCN(C(=S)c2ccc(-c3cccc(Cl)c3)o2)CC1	-6	-3	59	0	3	-0.8	-16	-2	-3	3
Cc1cc(NS(=O)(=O)c2ccc(NC(=O)CCCOc3cccc(C)c3C)cc2)no1	-11	9	3	-8	-9	-2.2	3	0	-3	25
CC(=O)NNS(=O)(=O)c1ccc(-c2cc(C(F)(F)F)n(C)n2)s1	-5	15	9	-3	-15	-0.5	-6	2	-12	-1
CCN1C[C@@H]2[C@@H]3C(=O)N(C)C(=O)[C@@H]3[C@](CC)(C(=O)OC)N2C1=NCc1ccccc1	0	-54	-1	-18	54	0.5	-3	-4	-3	nt
CC(C)NC(=O)Nc1ccc2c(c1)C(=O)N([C@H](C)CO)C[C@H](C)[C@@H](CN(C)S(=O)(=O)c1ccccc1)O2	-2	-4	-11	9	4	-1.1	7	5	-1	nt
O=c1[nH]c2cc3c(cc2cc1CN(CCc1ccccc1)Cc1nnnn1CC1CCCO1)OCO3 (configuration not stated)	-9	12	-20	-12	-12	-1.3	7	?	1	-2
Cc1c(O[C@@H]2O[C@H](CO)[C@@H](O)[C@H](O)[C@H]2O)ccc2c1oc(=O)c1ccccc12	-21	9	23	-9	-9	-1.0	5	nt	-5	-2
COc1ccc(C(=O)/C=C/Nc2ccc(C)cn2)cc1OC	-21	-14	18	0	14	-3.0	-16	-9	-4	-1
COc1ccc2oc(C(=O)N3CCN(S(=O)(=O)c4c(C)c(C)cc(C)c4C)CC3)c(C)c2c1	-12	-70	nt	-17	?	-0.3	-17	-6	-9	-2
O=C(Cn1nc(-c2ccccc2)ccc1=O)NCc1ccc2c(c1)OCO2	3	-3	-1	-12	3	-0.8	-50	3	1	0
O=C(CO/N=C/c1c(Cl)cccc1Cl)NNC(=O)c1cccc(Cl)c1	43*	-2	-11	-3	2	0.8	5	1	-7	-10
Cn1c(NCc2ccc(Cl)cc2)nc2ccccc21	0	-16	45	-12	16	-0.3	-118	3	3	nt
O=c1n(Cc2ccccc2F)c2ccccc2n1Cc1ccccc1F	-16	15	2	-6	-15	-2.8	-13	-8	-2	-1
Cc1ccc(N2C(=O)NC(NS(=O)(=O)c3ccccc3)(C(F)(F)F)C2=O)cc1 (configuration not stated)	1	17	0	-5	-17	-2.4	-13	-16	5	-4
COc1ccccc1CCNC(=O)CNC(=O)c1ccc2ccccc2c1	-8	nt	-2	-12	nt	-1.0	14	3	-3	-1
Oc1ccc(/C(Cc2ccc3ccccc3n2)=N\Nc2ccccc2)c(O)c1	0	-36	-17	-3	36	-2.9	6	12	6	4
O=C(CCS(=O)(=O)c1ccc2c(c1)NC(=O)CS2)NCc1cccs1	2	45	1	-19	-45	1.1	4	-5	-5	-9
O=C(O)CCC(=O)N1CCN(c2nc(-c3ccccc3)c3ccccc3n2)CC1	7	28	5	18	-28	nt	3	1	-11	-4
CCCCOCCCNc1ncnc2c1[nH]c1ccccc12	-5	6	-9	-6	-6	-1.3	-29	21	-6	nt
COc1ccc(CC(NC(C)=O)C(=O)NC2CCN(C(=O)C3CC3)CC2)cc1OC (configuration not stated)	-7	40	13	-14	-40	-2.2	12	4	5	nt
CC1CC2(CCCC2)N(C(=O)c2ccccc2)Cc2ccccc21 (configuration not stated)	-8	5	-1	6	-5	-1.1	-5	0	-2	4
COc1ccc(CNC(=O)CSCc2cccc(Cl)c2)cc1	-2	35	7	3	-35	-0.4	-23	3	-3	4
Cc1ccc(-n2c(O)c(C=Nc3ccc(S(=O)(=O)Nc4ncccn4)cc3)c3ccccc3c2=O)cc1C	-13	-1	-8	-8	1	-7.8	8	-18	-4	38
O=C(c1ccc(Nc2cccc(C(F)(F)F)c2)nc1)N1CCCC1	-7	-20	2	-20	20	-1.2	16	1	-2	-2
Cc1ccccc1OCC(=O)Nc1cccc(S(=O)(=O)NC2=NCCC2)c1	-3	2	34	-9	-2	0.5	-25	-3	nt	2
COCCCNc1nc(-c2ccncc2)nc2ccccc12	-29	-75	29	-3	75*	-4.4	-5	6	0	-2
Cc1ccc(NC(=O)C(C)Sc2nnc(C3CC3)n2C2CC2)cc1S(=O)(=O)N1CCOCC1 (configuration not stated)	-12	4	-10	-18	-4	-1.3	16	-9	1	-1
COc1ccc(CCNC(=O)C2CC3Cn4c(nc5cc(C)c(C)cc54)C3N2C)cc1 (configuration not stated)	-7	13	-1	-13	-13	-0.9	-20	-6	-4	nt
CC(=O)O/N=C1\C(=O)N(Cc2ccc(C)cc2)c2ccccc21	-9	16	6	-8	-16	-1.3	-3	-16	2	20
CC(=O)Nc1ccc(OC(=O)C(CCS(C)(=O)=O)N2C(=O)c3ccccc3C2=O)cc1 (configuration not stated)	-6	1	2	-15	-1	-1.6	-19	13	nt	-4
CCOCc1nnc(NC(C)=O)s1	1	1	-4	4	-1	-0.9	-5	-9	-2	nt
COc1ccc(/C=C/C(=O)Nc2ccc(S(=O)(=O)N3CCOCC3)cc2)c(OC)c1	9	-52	nt	-1	52	-5.7	11	-1	1	-1
CS(=O)(=O)N1CCC(C(=O)Nc2cccc(Cl)c2Cl)CC1	2	3	nt	5	-3	-1.3	8	0	-3	-1
COc1ccccc1NC(=O)N(C1CCCC1)C1CCN(C(C)=O)CC1	5	nt	-4	-13	nt	-0.7	11	18	nt	nt
New compounds follow.
SMILES	dFosB act	SR-BI uptake up	MITF act	PvdQ acylase	SR-BI HDL uptake	CAL PDZ FP-1	PfHsp90 yeast 2	Rtt109 HAT inh	CAL PDZ FP-2	NSD2 inh
Cc1nc(-c2ccccc2)cn(O)c1=O	-10	7	-12	11	-7	-2.5	-4	10	1	0
Cc1cccc2cc(CN(Cc3ccc(F)cc3)C(=O)C(F)(F)F)c3nnnn3c12	-5	-27	nt	-11	27	-3.6	-9	2	0	nt
CC1(C)CC(C#N)(N2CCOCC2)CCO1 (configuration not stated)	3	12	-11	-12	-12	-0.6	nt	5	1	0
CCCOC(=O)c1ccc(NC(=O)c2nc3nc(C)cc(C)n3n2)cc1	4	-15	12	-20	15	0.0	nt	1	-1	-1
CC(C)(C)c1ccc(/C=C/C(=O)N2CCc3ccccc3C2)cc1	-15	-26	10	8	26	-3.7	-10	26	-1	-3

Pulled one by one from the entries so far (2):
SMILES	dFosB act	SR-BI uptake up	MITF act	PvdQ acylase	SR-BI HDL uptake	CAL PDZ FP-1	PfHsp90 yeast 2	Rtt109 HAT inh	CAL PDZ FP-2	NSD2 inh
CC1(C)CC(C#N)(N2CCOCC2)CCO1 (configuration not stated)	3	12	-11	-12	-12	-0.6	nt	5	1	0
Cc1nc(-c2ccccc2)cn(O)c1=O	-10	7	-12	11	-7	-2.5	-4	10	1	0

Screening data from PubChem.
